Lipid storage S3 = qHTS Assay for Lipid Storage Modulators in Drosophila S3 Cells | 320,000 tested, 0.64% active | lipid storage change, negative = inhibition, % at the top dose, mostly 46.1 µM; hits show Potency in µM | Drosophila S3 cells, BODIPY lipid droplet fluorescence, 18-24 h; cells fed with added oleic acid; active = well fitted inhibition curve with a large enough effect in the signal ratio, with a control signal flat, not every such curve was filed as active; inconclusive = small, poorly fitted or top-dose-only effect, or effect the other way, or a change in a side signal; the % refers to the signal ratio
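Drosophila S3 cells loaded with oleic acid (400 uM, as added) and compounds at several concentrations; lipid droplets imaged by 488-nm laser-scanning cytometry, 500–530 nm intensity and object ratio to cell channel. Percent activity normalized to 20 uM Triacsin C.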
Lipid storage S3 cell count max = second read-out of Lipid storage S3, no call of its own (marks repeat the call); cell number change, %; measured here: cell count max response;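 cells counted by Cell Tracker Red CMTPX staining in the red channel; peak over a dose series mostly up to 46.1 µM; percent activity relative to internal control wells on each plate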
The depositor's hits bear a star. % is scaled to controls: 0 for no effect and ±100 for the full control effect; potency is read from the fitted curve at half-maximal effect. Some of the compounds tested (hit frequency here may not be typical).

Screening COc1ccc(S(=O)(=O)N2CCCC2CNC(=O)C(=O)NC2CCCCCC2)cc1 (centres undefined) returned Lipid storage S3 inconclusive.
`COc1cc(OC)cc(C(=O)N/N=C2/SCC(=O)N2Cc2ccco2)c1` gave Lipid storage S3 0% and Lipid storage S3 cell count max -8.
For CC(=O)Nc1ccc(S(=O)(=O)N[C@H](C(=O)O)C(C)C)cc1 the results were Lipid storage S3 inconclusive.
O=C(CCS(=O)(=O)c1ccccc1Cl)NCc1ccc(F)cc1 was read as Lipid storage S3 0% and Lipid storage S3 cell count max 6.
CCN(CC)S(=O)(=O)c1ccc(C(=O)N(c2ccc(C)cc2)C2C=CS(=O)(=O)C2)cc1 (centres undefined) was read as Lipid storage S3 inconclusive.
CCn1cc(/C=N/NC(=O)COc2cccc3cccnc23)c2ccccc21 was read as Lipid storage S3 inconclusive.
`S=C(Nc1ccc(Cl)cc1)N1CCN(Cc2ccccc2)CC1` gave Lipid storage S3 2% and Lipid storage S3 cell count max -1.
Cc1csc(NC(=O)CSc2ccc(-c3ccccn3)nn2)n1 was read as Lipid storage S3 -23% and Lipid storage S3 cell count max 5.
Screening Cc1cc2ncc(Cl)nc2cc1C returned Lipid storage S3 inconclusive.
N/C(=N\OC(=O)c1ccc(Cl)cc1)c1[nH]ncc1Br was read as Lipid storage S3 inconclusive.
`CN(C)CCCN(C(=O)c1ccc(S(=O)(=O)N2CCCCC2)cc1)c1nc2cc3c(cc2s1)OCO3` gave Lipid storage S3 inconclusive.
For CCCCCNC(=O)c1ccc2c(=O)n(CCCN3CCCC3=O)c(=S)[nH]c2c1 the results were Lipid storage S3 1% and Lipid storage S3 cell count max -11.
For CCOC(=O)CSCc1cn2cc(Cl)ccc2n1 the results were Lipid storage S3 inconclusive.
`CCOC(=O)C1C(=O)CC(=O)CC1CC(C)SCC` (centres undefined) gave Lipid storage S3 inconclusive.
`O=C(CSc1nccn1-c1cccc(Cl)c1)NC1CCCC1` gave Lipid storage S3 inconclusive.
For COc1ccc(/C=N/NC2=NS(=O)(=O)c3ccccc32)cc1OC(C)=O the results were Lipid storage S3 inconclusive.
Screening CCOc1ccccc1N1CCN(C(=O)[C@@H]2CCCN2C2=NS(=O)(=O)c3ccccc32)CC1 returned Lipid storage S3 inconclusive.
For Cc1ccc(S(=O)(=O)N2CCOCC2)cc1C(=O)N1CCC(Cc2ccccc2)CC1 the results were Lipid storage S3 -21% and Lipid storage S3 cell count max 2.
CCc1ccc(NC(=O)Cn2nnc(C(=O)NCc3ccc4c(c3)OCO4)c2N)cc1 was read as Lipid storage S3 10% and Lipid storage S3 cell count max 13.
Fc1ccc(-c2nnc3ccc(N4CCCC4)nn23)cc1 was read as Lipid storage S3 26% and Lipid storage S3 cell count max 2.
`COc1ccc(-c2noc(CNS(=O)(=O)c3ccccc3)n2)cc1` gave Lipid storage S3 inconclusive.
FC(F)(F)c1cccc(NC(=S)Nc2ccc(Cl)c(Cl)c2)c1 was read as Lipid storage S3 inconclusive.
For CCN(CC)CCN1C(=O)C(=O)/C(=C(/O)c2c(C)[nH]c(C(=O)OC)c2C)C1c1cccnc1 (centres undefined) the results were Lipid storage S3 -13% and Lipid storage S3 cell count max -11.
`COc1ccc(OCC(=O)N/N=C2\CCCCc3ccccc32)cc1` gave Lipid storage S3 10% and Lipid storage S3 cell count max 0.
Cc1cc2occ(CC(=O)Nc3nccs3)c2cc1C(C)C was read as Lipid storage S3 inactive.
Cc1cc(Sc2nnc(/N=C/N(C)C)s2)c2ccccc2n1 was read as Lipid storage S3 inconclusive.
COc1ccc(NC(=O)c2cc(-c3cc(C)c(C)cc3O)n[nH]2)c(OC)c1 was read as Lipid storage S3 0% and Lipid storage S3 cell count max 2.
`CN(Cc1ccc(OC(F)F)cc1)C(=O)c1ccc2c(=O)n3c(nc2c1)CCC3` gave Lipid storage S3 -8% and Lipid storage S3 cell count max -11.
`Cc1cc2c(s1)CCCCC(=O)N2` gave Lipid storage S3 inconclusive.
Screening CCn1nc(NS(=O)(=O)c2ccccc2)c2cc3cc(C)ccc3nc21 returned Lipid storage S3 inactive and Lipid storage S3 cell count max 21.
Screening COCC(=O)N(Cc1cc2ccccc2[nH]c1=O)c1ccc(OC)cc1 returned Lipid storage S3 13% and Lipid storage S3 cell count max 4.
For Cc1ccc(S(=O)(=O)N2CCOCC2)cc1NC(=O)COC(=O)CCC(=O)c1ccc(F)cc1 the results were Lipid storage S3 17% and Lipid storage S3 cell count max 14.
Screening Cc1ccccc1NC(=O)CSc1nc2ccccc2c(=O)n1CC1CCCO1 (centres undefined) returned Lipid storage S3 inconclusive.
`COc1ccc(N(CC(=O)N2CCCC2)S(=O)(=O)c2ccc(NC(C)=O)cc2)cc1` gave Lipid storage S3 -2% and Lipid storage S3 cell count max 5.
For Cn1c(=O)c2c(nc(CN3CCc4ccccc4C3)n2Cc2ccc(Cl)cc2)n(C)c1=O the results were Lipid storage S3 7% and Lipid storage S3 cell count max 2.
`O=C(NCc1cccs1)C1CCN(c2ccc(S(=O)(=O)N3CCOCC3)cc2Cl)CC1` gave Lipid storage S3 inconclusive.
`CN(c1ccccc1)S(=O)(=O)c1ccc(Cl)c(C(=O)NC2=NCCS2)c1` gave Lipid storage S3 0% and Lipid storage S3 cell count max 0.
For Cc1cccc2cc(C#N)c(NCCNS(=O)(=O)c3ccc4c(c3)OCCO4)nc12 the results were Lipid storage S3 21% and Lipid storage S3 cell count max -13.
Screening O=c1oc2ccccc2c(NCCc2ccccc2)c1[N+](=O)[O-] returned Lipid storage S3 inconclusive.
Screening c1cc2ccc3ccc(CN4CCOCC4)c4ccc(c1)c2c34 returned Lipid storage S3 inactive and Lipid storage S3 cell count max 1.
`COc1ccc(-c2nnnn2-c2ccccc2OC)cc1` gave Lipid storage S3 7% and Lipid storage S3 cell count max 3.
CCN1CCN(C(=O)CCc2nnc3ccc(N4CCC5(CC4)OCCO5)nn23)CC1 was read as Lipid storage S3 inconclusive.
`Cc1ccc(N=Cc2c(O)n(-c3nccs3)c(=O)c3ccccc23)cc1` gave Lipid storage S3 -6% and Lipid storage S3 cell count max -13.
`O=C(O)c1cccc(NC(=O)c2cccc(S(=O)(=O)N3CCc4ccccc43)c2)c1` gave Lipid storage S3 inactive.
Screening Cc1ccc(C)c(N(C(=O)Cn2nnc(-c3cccs3)n2)C(C(=O)NC2CC2)c2ccc(C)o2)c1 (centres undefined) returned Lipid storage S3 -82% and Lipid storage S3 cell count max -12.
`CCOC(=O)CSc1ccc(-c2nc3cc(C)c(C)cc3[nH]2)cn1` gave Lipid storage S3 -14% and Lipid storage S3 cell count max -24.
`C/C(CC(=O)NCCc1ccccc1)=N\NC(=O)COc1ccc(Br)cc1` gave Lipid storage S3 inconclusive.
C=CCNc1nc(N)c(C(=C(C#N)C#N)c2ccccc2)s1 was read as Lipid storage S3 inconclusive.

Arranged by number of heavy atoms (ascending): 6 of the compounds above
`COc1ccc(-c2nnnn2-c2ccccc2OC)cc1` gave Lipid storage S3 7% and Lipid storage S3 cell count max 3.
C=CCNc1nc(N)c(C(=C(C#N)C#N)c2ccccc2)s1 was read as Lipid storage S3 inconclusive.
`Cc1ccc(N=Cc2c(O)n(-c3nccs3)c(=O)c3ccccc23)cc1` gave Lipid storage S3 -6% and Lipid storage S3 cell count max -13.
`C/C(CC(=O)NCCc1ccccc1)=N\NC(=O)COc1ccc(Br)cc1` gave Lipid storage S3 inconclusive.
For Cc1cccc2cc(C#N)c(NCCNS(=O)(=O)c3ccc4c(c3)OCCO4)nc12 the results were Lipid storage S3 21% and Lipid storage S3 cell count max -13.
CCN1CCN(C(=O)CCc2nnc3ccc(N4CCC5(CC4)OCCO5)nn23)CC1 was read as Lipid storage S3 inconclusive.

More compounds follow:
Screening O=S(=O)(c1ccccc1)N1CCCC1c1cccs1 (centres undefined) returned Lipid storage S3 -4% and Lipid storage S3 cell count max 5.
Screening O=C(COc1coc(CN2CCN(c3ccccc3F)CC2)cc1=O)NCC1CCCO1 (centres undefined) returned Lipid storage S3 inactive and Lipid storage S3 cell count max 5.
For Cc1cccc(OCC(=O)N/N=C/c2sc(=O)n(Cc3cccc(C(=O)O)c3)c2Cl)c1 the results were Lipid storage S3 12% and Lipid storage S3 cell count max 1.
`O=C(O)CCCC(=O)N1CCN(c2nc(-c3ccccc3Cl)c3cc(Br)ccc3n2)CC1` gave Lipid storage S3 inconclusive.
For Cn1c(-c2ccc(C(C)(C)C)cc2)n[nH]c1=S the results were Lipid storage S3 inactive.
O=C(NC1CCCCC1)c1ccc(N2CCOCC2)c([N+](=O)[O-])c1 was read as Lipid storage S3 inconclusive.
O=C(N/N=C/c1ccco1)c1cnccn1 was read as Lipid storage S3 0% and Lipid storage S3 cell count max -8.
`N/C(=N\c1nc2c(c(=O)[nH]1)CCCC2)Nc1ccccc1Sc1ccccc1` gave Lipid storage S3 inconclusive.
COc1ccc(/C=N/c2nc3ccccc3n2C)cc1OC was read as Lipid storage S3 0% and Lipid storage S3 cell count max -16.
Cc1cc(=O)oc2cc(OCC(=O)N3CCCC(C)C3)ccc12 (centres undefined) was read as Lipid storage S3 inconclusive.
Screening C[N+]1(CC(=O)OCCCc2ccccc2)CCOCC1 returned Lipid storage S3 -4% and Lipid storage S3 cell count max -11.
Screening CC1CCN(c2ccc3nnc(CCC(=O)NCCCOC(C)C)n3n2)CC1 returned Lipid storage S3 inconclusive.
`NS(=O)(=O)c1cccnc1Nc1ccc(Cl)c(Cl)c1` gave Lipid storage S3 inconclusive.
COC(=O)c1cc(S(=O)(=O)NCCc2ccc(SC)cc2)c[nH]1 was read as Lipid storage S3 inactive and Lipid storage S3 cell count max 12.
`CCOC(=O)CN1NC2(CCC(C)CC2)NC1=S` (centres undefined) gave Lipid storage S3 18µM* and Lipid storage S3 cell count max 17*.
`Cc1cccc(-n2c(O)c(C=NCc3ccccn3)c3ccccc3c2=O)c1` gave Lipid storage S3 -3% and Lipid storage S3 cell count max 12.
`CCC(C(=O)O)n1c(C(F)(F)F)nc2ccccc21` (centres undefined) gave Lipid storage S3 -1% and Lipid storage S3 cell count max -22.
Screening COCCSc1nnc(NC(=O)Cc2cccs2)s1 returned Lipid storage S3 -6% and Lipid storage S3 cell count max -12.
Screening COc1ccc([N+](=O)[O-])cc1NS(=O)(=O)c1cc(C(=O)NCc2cccnc2)ccc1Cl returned Lipid storage S3 -19% and Lipid storage S3 cell count max -6.
COc1ccc(C(=O)N2CCC(N3CCN(c4ccccc4)CC3)CC2)cc1OC was read as Lipid storage S3 inconclusive.
For CCOC(=O)C1=C(C)OC(N)=C(C#N)C1c1cc(OC)c2c(c1)OCO2 (centres undefined) the results were Lipid storage S3 17% and Lipid storage S3 cell count max -9.
COc1ccc(C2=NOC(C)(c3nnc(-c4ccc(F)cc4)o3)C2)cc1 (centres undefined) was read as Lipid storage S3 -7% and Lipid storage S3 cell count max 14.
Screening NC(=O)C1(N2CCCCC2)CCN(C2CC(=O)NC2=O)CC1 (centres undefined) returned Lipid storage S3 0% and Lipid storage S3 cell count max 3.
COC(=O)Nc1ccc(S(=O)(=O)N2CCN(CCN3C(=O)C4C5C=CC(C5)C4C3=O)CC2)cc1 (centres undefined) was read as Lipid storage S3 inconclusive.
COc1ccc(/C=C(/NC(=O)c2ccc(OC)c(OC)c2)C(=O)NCCCn2ccnc2)cc1 was read as Lipid storage S3 inconclusive.
For COCCn1c(CCC(=O)O)ccc1-c1cccs1 the results were Lipid storage S3 -25% and Lipid storage S3 cell count max -4.
Screening Cc1ccc(C)c(NC(=O)c2ccc3c(c2)N(Cc2ccc(F)cc2)C(=O)CS3=O)c1 (centres undefined) returned Lipid storage S3 -4% and Lipid storage S3 cell count max -3.
`CC(C)c1ccc(Nc2nnc(SCC(=O)Nc3ncc(S(=O)(=O)c4ccc([N+](=O)[O-])cc4)s3)s2)cc1` gave Lipid storage S3 inconclusive.
Screening Cc1cccc(-c2ncc(CN3CCN(C4CCCC4)C(CCO)C3)cn2)c1 (centres undefined) returned Lipid storage S3 12% and Lipid storage S3 cell count max 12.
For O=C(Nc1cccc(S(=O)(=O)NC2=NCCC2)c1)c1ccc(=O)[nH]c1 the results were Lipid storage S3 15% and Lipid storage S3 cell count max -2.
For COC(=O)c1sc(NC(=O)c2csc3c2CCCC3)nc1C the results were Lipid storage S3 inactive.
CCOc1ccccc1OCCCC(=O)NNC(=O)c1nn(C)c(=O)c2ccccc12 was read as Lipid storage S3 inconclusive.
For Cc1ccc(/C=C/C(=O)NCCCc2ccccc2)cc1 the results were Lipid storage S3 1% and Lipid storage S3 cell count max -15.
`CCc1nnc(NS(=O)(=O)c2ccc(NC(=O)/C=C/c3ccc(OC)cc3OC)cc2)s1` gave Lipid storage S3 -10% and Lipid storage S3 cell count max 1.
`COc1cc(OC)cc(C(=O)Nc2cccc(-c3ccc(N4CCOCC4)nn3)c2)c1` gave Lipid storage S3 7% and Lipid storage S3 cell count max 1.
Screening CCOC(=O)c1c(O)cc(C)[nH]c1=O returned Lipid storage S3 -20% and Lipid storage S3 cell count max -2.
Screening CCC(=O)Nc1nc(-c2ccccc2)ns1 returned Lipid storage S3 inconclusive.
CC1(C)S[C@@H]2[C@H](NC(=O)[C@H](N)c3ccc(O)cc3)C(=O)N2[C@H]1C(=O)O was read as Lipid storage S3 -3% and Lipid storage S3 cell count max -1.
For CC(C)(C)c1ccc(C(=O)NCc2nnc(SCC(=O)NC3CCCCC3)o2)cc1 the results were Lipid storage S3 inconclusive.
`COC(=O)c1cc(S(=O)(=O)N2CCN(c3cccc(OC)c3)CC2)cn1C` gave Lipid storage S3 inconclusive.
Screening O=C(NN1C(=O)c2ccccc2NC1c1ccccn1)c1ccc(Br)cc1 (centres undefined) returned Lipid storage S3 6% and Lipid storage S3 cell count max 4.

From PubChem BioAssay
